High-throughput results from PubChem.
KOR beta-arrestin-1 = kappa opioid receptor blockers – cell-based, luminescence, uHTS (AID 1778) | KOR beta-arrestin recruitment, luminescence, antagonist mode; higher % means a stronger effect | one-dose inhibition, % at 10 µM; IC50 in µM for titrated hits | hit rate 0.091% among 290,000; note: strong numbers were not always called active
NOD1 NF-kB reporter = inhibition of NOD1-driven NF-kB reporter – cell-based, luminescence, uHTS, primary screen (AID 1578); NOD1-driven NF-kB luciferase reporter cells, luminescence; higher % means a stronger effect; inhibition, % at 4 µM, or EC50 in µM where a hit was titrated; hit rate 1% among 290,000; in the data active = inhibition mostly above about 36%, no sharp cut-off; inactive = mostly below about 34%;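 note: HEK-293T reporter cells stimulated with the NOD1 agonist gamma-tri-DAP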
GPR55 beta-arrestin = GPR55 agonists via beta-arrestin recruitment, primary screen, imaging, U2OS cells, beta-arrestin-GFP redistribution (AID 1961) | one-dose activation, % at 10 µM; EC50 in µM for titrated hits | U2OS GPR55 beta-arrestin-GFP redistribution imaging; higher % means a stronger effect | hit rate 0.048% among 290,000;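 active = activation above 40% with more than 50 cells counted in the well; inconclusive = wells holding fewer than 50 cells, flagged as toxic or sparse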;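 note: U2OS osteosarcoma cells stably expressing GPR55 and beta-arrestin-GFP; plate controls were DMSO negative control for no effect and LPI positive control for full effect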
GPR55 antagonists = GPR55 antagonists blocking LPI-driven arrestin recruitment, primary screen, imaging, U2OS, beta-arrestin-GFP, LPI agonist (AID 2013); U2OS GPR55 beta-arrestin-GFP translocation imaging, LPI antagonism; higher % means a stronger effect; inhibition, % at 10 µM; hits with a dose series show IC50 in µM; hit rate 0.13% among 290,000;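 active = spots per cell inhibited over 60%, with over 100 cells counted and total cytoplasm intensity under 500,000; inconclusive = wells with under 100 cells, flagged as likely toxic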;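 note: U2OS cells stably carrying GPR55 and arrestin-GFP stimulated by 5 µM LPI near EC80; imaged beta-arrestin-GFP aggregate spots per cell after agonist stimulation; plate controls were LPI-stimulated DMSO wells for no effect and DMSO wells without LPI for full effect; some results filed as inactive read as strong as hits; confirmed hits need IC50 under 10 µM and bright autofluorescent wells are also inconclusive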
NOD2 inhibition = NOD2 signaling inhibitors, cell-based, luminescence, uHTS, HEK293 (AID 1566). inhibition, % at 4 µM, or EC50 in µM where a hit was titrated. HEK293 NOD2/NF-kB luciferase reporter, luminescence; higher % means a stronger effect. hit rate 0.63% among 290,000; note: many of its hits are not listed in these tables
SV40 large T antigen = TAg ATPase/helicase activity blockers – biochemical (AID 1903) | hit rate 0.39% among 310,000 | SV40 large T antigen ATPase/helicase inhibition assay; higher % means a stronger effect | one-dose inhibition, % at 20 µM; IC50 in µM for titrated hits; in the data active = a potency from the dose series; inconclusive = inhibition mostly from about 32% at the one dose, without a potency; inactive = the rest, 99 in 100 with inhibition below about 32%; note: strong numbers were not always called active
HIV fusion peptide = inhibitors of HIV fusion peptide binding, primary screen, biochemical, uHTS, fluorescence dequenching (AID 1986) | cell-free peptide binding, fluorescence dequenching, 30 min; higher % means a stronger effect | one-dose inhibition, % at 20 µM; IC50 in µM for titrated hits | hit rate 0.3% among 290,000; in the data active = inhibition mostly above about 52%, no sharp cut-off; inactive = mostly below about 76%; note: some results filed as inactive read as strong as hits
Rac1 GTP hydrolysis = MgcRacGAP GTPase-activating activity inhibitors, confirmation, biochemical, ADP Hunter fluorescence; MgcRacGAP-stimulated Rac1 GTP hydrolysis, ADP Hunter fluorescence; higher % means a stronger effect; GST-tagged Rac1 F28L mutant substrate; hit rate 0.6% among 340,000; one-dose inhibition, % at 30 µM; IC50 in µM for titrated hits;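 active = first-screen hits whose inhibition reached a set limit at any dose in the follow-up dose series; inconclusive = inhibition above the set first-screen limit but never retested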;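 note: fluorescence reports GDP produced by GAP-driven GTP hydrolysis; strong numbers were not always called active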
KOR beta-arrestin-2 = kappa opioid receptor activators – cell-based, luminescence, uHTS, primary screen (AID 1777) | hit rate 0.02% among 280,000 | KOR beta-arrestin recruitment, luminescence; higher % means a stronger effect | activation, % at 10 µM, or EC50 in µM where a hit was titrated; in the data active = activation above about 50%, passing the limit was not always enough; note: a part of the inactive calls stands beside numbers as strong as those of hits
The depositor's hits bear a star; ? = inconclusive; nt = not tested or not shown; [ ] = dose if it differs, or a comment. Cut-off read from the data, not from the text of the source, unless noted: active = inhibition above about 50%; inactive = the rest.

SMILES | KOR beta-arrestin-1 | NOD1 NF-kB reporter | GPR55 beta-arrestin | GPR55 antagonists | NOD2 inhibition | SV40 large T antigen | HIV fusion peptide | Rac1 GTP hydrolysis | KOR beta-arrestin-2
CC(C)(C)NC(=O)CC(c1ccccc1)c1ccccc1O (configuration not stated) | -11% | 2% | -0.1% | -2% | 2% | -3% | 1.9% | 6% | -2.4%
Cc1ccc2c(c1)cc1c(=O)n(CC(=O)NCCN3CCCC3)nc(C)n12 | -15% | 0% | 0.4% | 3% | 13% | -3% | 2.1% | 11% | 4.9%
CCOC(=O)CCCC(=O)N1CCOCCOCCN(C(=O)CCCC(=O)OCC)CCOCCOCC1 | -38%[20 µM] | 11% | -0.1% | 8% | 8% | -4% | -2.3% | 5% | nt
CCCCn1c(=O)[nH]c(=O)c2c1nc(CN(C)Cc1cccc(OC)c1OC)n2CCC | -4% | -11% | 0.0% | 3% | -12% | 3% | 1.3% | 21% | 1.3%
CCOc1ccc(Nc2n[nH]c(=S)s2)cc1 | -13% | -43% | -0.2% | 2% | -80% | 33% | 2.3% | 55µM* | -2.8%
Cc1cc(OCCCCN2C(=O)NC(C)(C)C2=O)ccc1[N+](=O)[O-] | -8% | 6% | 0.6% | 84% | 9% | 4% | -1.1% | -29% | -0.1%
COC(=O)c1sc(N2C(=O)C(O)=C(C(=O)c3ccc(C)o3)C2c2ccc(OC)c(OC)c2)nc1C (configuration not stated) | -28% | -20% | -0.1% | -5% | 2% | 8% | 15% | 13% | -0.5%
COc1ccc(C(=O)/C=C/c2ccccc2)c(O)c1 | -22% | -46% | 2.4% | 22% | -8% | 9% | -1.3% | 2% | -0.3%
CCCCS(=O)(=O)N1CCC(C(=O)Oc2ccc(Cl)cc2)CC1 | -67%[20 µM] | -16% | 0.0% | -4% | 5% | 9% | -0.3% | -1% | -2.4%
CNc1ccc(Br)cc(C(=O)/C=C/c2cccc(OC)c2)c1=O | -15% | 2% | 11% | 26% | -2% | 29% | 39% | 26% | -6.8%
CCn1ccnc1CN(C)C(=O)CCc1nnc(CCCc2ccccc2)o1 | -20% | -32% | 1.1% | 0% | -3% | 2% | 1.9% | -6% | 1.0%
CCn1nnc(-c2ccccc2NC(=O)c2cc(OC)cc(OC)c2)n1 | 6% | -42% | 0.2% | 13% | 12% | 1% | 5.5% | 8% | -5.2%
COc1cc(-c2nnc(SCC(=O)Nc3cc(C)on3)n2C)cc(OC)c1O | 16% | 6% | 0.1% | -8% | 20% | 8% | -1.9% | 5% | 7.4%
CCOCCCNC(=O)C1CCN(S(=O)(=O)c2cc(Br)cc3c2N(C(=O)CC)CC3)CC1 | -25% | -15% | nt | 0% | 2% | 3% | 0.2% | 10% | 3.7%
Cn1c(N)c(C(=O)COC(=O)c2ccc(Cl)nc2)c(=O)n(C)c1=O | 1% | -23% | 0.5% | 7% | 4% | 13% | -3.1% | 6% | -1.0%
Cc1ccc(N(CC#N)C(=O)CS(=O)(=O)c2cccc([N+](=O)[O-])c2)cc1 | -10% | -18% | 0.2% | -3% | 1% | 20% | 0.1% | 9% | -0.9%
COc1ccc(OCCCN2CCc3ccccc3C2)cc1 | -1% | -10% | -0.2% | 10% | -12% | 11% | 1.5% | -5% | -4.9%
Cc1cccc(C)c1NC(=O)c1ccc([N+](=O)[O-])s1 | 14% | -16% | 0.1% | 7% | 35% | -1% | -0.7% | -2% | -2.5%
O=C(CN1CCCC1)NC(=O)NC1CCCC1 | -25% | -4% | -0.6% | 1% | -1% | 4% | -0.6% | -2% | 6.0%
CC(=O)c1c(C)[nH]c(C(=O)N(C)C(c2ccccc2)c2ccccc2)c1C | -37% | -37% | -0.5% | -6% | 3% | 9% | -0.6% | 5% | -0.7%
Cc1nn(C)cc1S(=O)(=O)N1CCN(c2cccc(Cl)c2)CC1 | 16% | -19% | -0.1% | 0% | -4% | 5% | -0.4% | 7% | 4.6%
COC(=O)c1ccc(C(=O)OC)c(NC(=O)CN2CCN(c3ccccc3OC)CC2)c1 | 6% | -27% | -0.3% | 10% | 10% | 1% | 0.0% | 7% | 4.1%
Cn1c(=O)n(C)c2cc(NC(=O)Cc3ccccc3[N+](=O)[O-])ccc21 | -11% | -1% | -0.1% | 4% | -4% | 10% | 2.0% | 8% | 0.4%
CCCCN(C(=O)c1cc(=O)[nH]c2ccccc12)c1c(N)n(CCC)c(=O)[nH]c1=O | 7% | -4% | 0.6% | 6% | 0% | 1% | 0.9% | nt | -6.6%
Cc1ccc2cccc(OC(=O)/C=C\c3ccccc3)c2n1 | 6%[20 µM] | 10% | -0.1% | 11% | -6% | 1% | -0.9% | 1% | nt

Remaining list, next part:
SMILES | KOR beta-arrestin-1 | NOD1 NF-kB reporter | GPR55 beta-arrestin | GPR55 antagonists | NOD2 inhibition | SV40 large T antigen | HIV fusion peptide | Rac1 GTP hydrolysis | KOR beta-arrestin-2
Cc1ccc(CNC(=O)Cn2ccc3ccccc3c2=O)o1 | -2% | -25% | 0.6% | 4% | -5% | 1% | -0.9% | 12% | -1.0%
C=CCn1c(SCC(=O)NC23CC4CC(CC(C4)C2)C3)nc(O)cc1=O | 21% | -2% | -0.2% | 0% | 14% | 4% | 39% | 10% | -5.7%
COc1ccccc1CNC(=O)CN1C(=O)c2ccccc2S1(=O)=O | -26% | -16% | 0.2% | -13% | 13% | 1% | -1.2% | 7% | -2.0%
C=CCOc1ccc(CNc2nccs2)cc1 | -10% | 8% | -0.4% | -1% | -37% | 4% | -0.6% | 5% | -3.7%
COc1ccc(C(=O)Nc2ccc3oc(-c4cccnc4)nc3c2)cc1OC | -2%[20 µM] | 12% | -0.3% | -14% | -18% | 31% | -0.7% | 1% | -1.2%
CC(C)NC(=O)COc1ccc(S(=O)(=O)N2CCOCC2)cc1 | -6% | -17% | 0.3% | 0% | -13% | 16% | -0.3% | 10% | -2.1%
C/C(=N\N1CCCCC1)c1ccccc1O | -11% | -2% | 0.0% | 4% | 18% | -2% | 0.4% | 8% | -4.7%
CC(C)(C)c1cc(CCC(=O)N2CCCC2)cc(C(C)(C)C)c1O | -3% | -17% | 0.0% | 2% | 4% | 12% | -0.4% | 6% | 9.8%
Nc1c(C(=O)NCc2ccco2)sc2nc(N3CCOCC3)c3c(c12)CCCC3 | -41% | -17% | 0.5% | -11% | 11% | 21% | 0.2% | 14% | 3.1%
CC1(C)CNC(=O)c2sc(N3CCOCC3)nc2C1 | 8% | 14% | -0.2% | 5% | -10% | 27% | -2.6% | 8% | 6.0%
O=[N+]([O-])c1cccc(/C=C/c2ccncc2)c1 | 0% | -9% | 0.4% | 11% | -4% | 7% | -1.2% | 5% | 4.2%
O=C(O)c1ccc(N=c2oc3cc(O)ccc3cc2C(=O)NCc2ccccc2)cc1 | -18% | -16% | -0.3% | -10% | 1% | ? | 44% | -3% | -3.4%
COc1cc(C(=O)N/C(=C\c2cn(C)c3ccccc23)C(=O)N2CCOCC2)cc(OC)c1OC | -48% | -13% | -0.2% | 1% | -1% | 15% | 0.9% | -9% | 1.7%
COc1cc(OC)c(C(=O)N2CCCC2)cc1OC | -26%[20 µM] | -30% | 0.0% | -1% | 7% | 7% | 1.2% | 0% | nt
NC(=O)c1ccc(NC(=O)CSC2=Nc3ccccc3C3CC=NN23)cc1 (configuration not stated) | -2% | 12% | 0.0% | 5% | 14% | 10% | 3.4% | 9% | -1.9%
Cc1c(NC(=S)NC(=O)c2ccc(Br)o2)c(=O)n(-c2ccccc2)n1C | 5% | -28% | 0.1% | 4% | 14% | 2% | -0.6% | 8% | -1.1%
Cc1nc2ccccc2c(=O)n1NC(=O)c1ccc([N+](=O)[O-])cc1 | -7% | -26% | -0.4% | 4% | -4% | 3% | -0.8% | -4% | -0.5%
COCCN(Cc1nc(C(c2ccccc2)c2ccccc2)no1)C(C)C | -42% | 15% | 0.3% | 2% | 5% | 3% | 1.8% | 8% | 0.1%
COC(=O)C(CCSC)NC(=O)c1cc2c(n(-c3ccccc3)c1=O)CCCC2=O (configuration not stated) | -11%[20 µM] | 48% | -0.1% | 28% | -6% | 3% | -1.8% | 2% | nt
Cc1cc2c3c([nH]c2cc1S(=O)(=O)NCCCOC(C)C)CC(C)(C)CC3=O | -2% | -1% | -0.3% | -5% | 29% | 26% | -0.2% | 12% | -8.4%
O=S1(=O)CCO[C@H]2Cc3ccccc3[C@H]2N1Cc1ccc(F)cc1 | -8%[20 µM] | -28% | 0.0% | -14% | -1% | 10% | 1.2% | 3% | -4.4%
COc1ccc(Nc2nnc(C)c(=O)[nH]2)cc1 | -2% | 17% | -0.1% | -8% | 20% | 7% | 3.5% | 14% | 7.4%
COC(=O)CN1C(=O)C2(C(C#N)=C(N)Oc3c2c(C)nn3-c2ccccc2)c2ccccc21 (configuration not stated) | 13% | -27% | 0.2% | 8% | 9% | 32% | -0.4% | 9% | -4.6%
Cc1nn2c(-c3ccncc3)nnc2c2ccccc12 | -22% | -2% | -0.2% | 3% | 11% | 14% | -0.4% | 17% | -0.2%
Cc1ccc(SCC(=O)NC(C)c2ccccc2)cc1 (configuration not stated) | -16% | 54% | -0.1% | 21% | -14% | -1% | 1.7% | 2% | 2.9%

Remaining list, next part
SMILES | KOR beta-arrestin-1 | NOD1 NF-kB reporter | GPR55 beta-arrestin | GPR55 antagonists | NOD2 inhibition | SV40 large T antigen | HIV fusion peptide | Rac1 GTP hydrolysis | KOR beta-arrestin-2
CCCOc1ccc(CNCCCOCC)cc1OC | 5% | -34% | 0.1% | 1% | 9% | 10% | -0.7% | 16% | 4.4%
O=C(c1cnn2c(C(F)(F)F)cc(-c3cccs3)nc12)N1CCN(C(c2ccccc2)c2ccccc2)CC1 | 20% | 8% | -0.2% | 12% | -8% | 4% | -0.1% | 12% | 1.5%
CCOC(=O)c1ccc(NC(=S)N(CCCN2CCCC2)Cc2cccs2)cc1 | 19% | -18% | -0.4% | 7% | 17% | 12% | -1.9% | -2% | -1.8%
COc1ccc(C2=NS(=O)(=O)N(C)C(C(=O)N3CCC(C)CC3)=C2)cc1 | -4%[20 µM] | -9% | -0.1% | 1% | 14% | 5% | -0.9% | 4% | -1.5%
N[C@@H](Cc1ccccc1)c1nnc(SCc2ccccc2Cl)o1 | 29% | -25% | 0.5% | 2% | -4% | 3% | -0.9% | -3% | -3.5%
CCCCNC(=O)C1=C(N)C(C(=O)Nc2ccc(C)c(S(=O)(=O)N3CCCCC3)c2)SC1=Nc1ccc(C)cc1C (configuration not stated) | -29% | -30% | 0.0% | 15% | -4% | 23% | 10% | 2% | -2.2%
CCOC(=O)c1ccc(NC(=O)C2C3CCC(C3)C2C(=O)O)cc1 (configuration not stated) | 16% | nt | -0.2% | 10% | -7% | 3% | 0.3% | 3% | -1.1%
Cc1cc([N+](=O)[O-])nn1CC(=O)Nc1nc2ccccc2s1 | -14% | -41% | -0.1% | 6% | 2% | 13% | -0.6% | 6% | -0.7%
Cc1cc(O)c(/C=N/Nc2ccc(F)cc2)c(=O)o1 | -3% | -57% | 0.2% | 13% | -59% | 2% | -1.0% | nt | -5.2%

Not all compounds are listed. The share of hits here may be higher or lower than overall.
